MsrA inh – inhibitors of bovine MsrA. purified bovine MsrA, absorbance read-out. inhibition, % at 15.5 µM. actives 0.75% (n = 360,000). AID 651718; in the data active means inhibition above about 4.5%;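 further: 0% = vehicle wells with enzyme and 100% = reference inhibitor wells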
Active calls of the source: *.

MsrA inh,smiles
-1.2,C=CCN=C1NC(c2ccccc2C(F)(F)F)C(C(=O)OC)=C(C)N1Cc1cccc(C(F)(F)F)c1 (configuration not stated)
-0.5,CC(C)CC(NC(=O)OCc1ccccc1)C(=O)NCC(=O)NCC(=O)OCc1ccccc1 (configuration not stated)
0.5,Cc1ccc(CN2CC=CCS2(=O)=O)cc1
2.0,COc1ccc(/C=C2\C(=O)ON=C2c2cccc([N+](=O)[O-])c2)cc1
0.3,CCCCc1c(-c2ccccc2OC)ncn1Cc1ccccc1F
1.4,Cc1cccc2nc(-c3ccccc3)c(-c3ccc(CN4CCC(n5cc(-c6ccccc6)[nH]c5=O)CC4)cc3)nc12
1.9,O=c1c2ccccc2c(C=NC2CCN(Cc3ccccc3)CC2)c(O)n1Cc1ccc2c(c1)OCO2
-0.2,Cc1ccc(NC(=O)COC(=O)c2ccc3c(c2)NC(=O)C2CCCN32)cc1C (configuration not stated)
1.3,OC(c1ccccc1)(c1ccccc1)C1CCN(CCCOc2cccc(F)c2)CC1
0.7,O=C(O)c1ccc2c3n(nc2c1)-c1ccc(Cl)cc1CO3
0.2,CN(C)CCCNC(=O)c1c(N)[nH]c(C(=O)c2ccc(Br)cc2)c1-c1ccc(Br)cc1
-0.2,Cc1ccc(C2c3c(n[nH]c3C(C)C)C(=O)N2c2ccccc2)cc1 (configuration not stated)
1.3,CC(C)(C)S(=O)(=O)N1C[C@H]2CC(=O)C=C2[C@@H]1CCO
1.1,O=C(NCC1CCN(C(=O)C(=O)c2cc3ccccc3o2)CC1)c1ccc2c(c1)OCCCO2
-0.6,Nc1cc(=O)n(Cc2ccccc2)c(N)c1C(=O)NCc1ccccc1
-1.2,C=C(C)CN1C(=O)C(=O)N(CC(=C)C)C1=O
1.0,Cc1c(NC(=O)COc2ccc3ccccc3c2)c(=O)n(-c2ccccc2)n1C
-1.0,COc1ccc(Nc2nnc(-c3ccc4c(c3)OCO4)o2)cc1
0.5,NC(Cc1ccc(O)cc1)C(=O)NN=Cc1ccccc1O (configuration not stated)
2.2,O=S1(=O)c2cc(Cl)ccc2N2CCC[C@@H]2CN1Cc1ccc(Cl)c(Cl)c1
-2.1,COC(=O)C1=C(C)N(Cc2cccc(C(F)(F)F)c2)C(=NCc2ccc(OC)cc2)NC1c1ccc(F)cc1 (configuration not stated)
0.3,COC(=O)[C@]12C[C@H](CC(=O)NCc3cccc(C(F)(F)F)c3)C(=O)N(Cc3ccccc3)C1=C[C@H](C(C)C)O[C@@H]2C1CC1
-0.7,CC(=O)N1C[C@@H](CO)[C@@H](N(C)C(=O)Nc2cccc3ccccc23)C[C@H]1c1ccccc1
-0.4,O=C(NC(=S)Nc1ccc(CN2CCOCC2)cc1)c1ccc(-c2ccc(Cl)cc2)o1
-0.6,COc1cc(OC)c(NC(=O)NNC(=O)C(=O)NC2CC2)cc1Cl

Further entries:
MsrA inh,smiles
1.5,C[C@H](c1ccccc1)N1C[C@@H](COCc2ccccc2)Oc2cccc(F)c2S1(=O)=O
-1.2,O=C(NCCC1=CCCCC1)C1CCN(S(=O)(=O)c2cccc3nonc23)CC1
0.9,C[C@@H]1COc2cc(NCCO)ccc2S(=O)(=O)N1
-1.0,CC1=C(c2ccccc2)C(=O)C(C)(C)CC1=O
-0.8,N#Cc1ccc(C23CC4(C2)[C@H](CN(Cc2ccc(C(F)(F)F)cc2)[C@@H]4c2ccccc2)C3c2ccc(Cl)nc2)cc1 (some centres not stated)
-0.4,CC(=O)Nc1ccc(NC(=O)Cn2cnc3c(cnn3C(C)(C)C)c2=O)cc1
-0.1,CCOC(=O)CCc1c(C)c2ccc(OCc3cc([N+](=O)[O-])ccc3OC)c(C)c2oc1=O
3.4,COc1cc(/C=C2\C(=O)ON=C2c2ccc(Cl)cc2)ccc1O
0.3,COc1ccc2c(c1)c1nc3n(c(=O)c1n2CC(=O)Nc1cc(C)[nH]n1)CCS3
-1.1,O=C1NC(Cc2ccccc2)c2nc3ccc(Cl)cc3c(=O)n2-c2ccc(Cl)cc21 (configuration not stated)
0.0,CC(C)CC1NC(=O)c2ccc(Cl)cc2-n2c1nc1cc(F)ccc1c2=O (configuration not stated)
0.2,Cc1csc(NC(=O)c2ccc(C)c(S(=O)(=O)N3CCOCC3)c2)n1
-1.3,C[C@@H]1CN([C@@H](C)CO)C(=O)CCCn2cc(nn2)CO[C@H]1CN(C)C(=O)C1CCCCC1
0.6,O=C(CCc1c[nH]c2ccccc12)Nc1ccc(Nc2ccccc2)cc1
0.6,COc1ccc(C(=O)NCC2CCN(C(=O)C(=O)c3cccs3)CC2)c(OC)c1
0.3,NC(=O)c1ncn([C@@H]2O[C@H](C(=O)N[C@H](Cc3c[nH]c4ccccc34)C(=O)N3CCN(C(=O)N4CCCCC4)CC3)[C@@H](O)[C@H]2O)n1
-0.6,CCC(CC)CN1CCC(CN2C(=S)NC[C@@H]2Cc2ccccc2)CC1
-1.0,O=C(N[C@H](C(=O)N1CCC[C@H]1C(=O)NC1CCCC1)C1CCCCC1)c1ccccn1
-0.5,CCOC(=O)C1=C(C)Nc2nnnn2C1c1c[nH]c2ccccc12 (configuration not stated)
0.8,O=C1[C@H]2[C@H](C=CC[C@H]2C(=O)N2CCOCC2)CCN1Cc1ccc(Cl)c(Cl)c1
0.7,CC(C)Cn1c(N)c(C(=O)COC(=O)c2cc(C(F)(F)F)nc3ccccc23)c(=O)n(C)c1=O
2.1,CCOC(=O)C1=C(C(=O)OCC)C2N(Cc3ccc(C#N)cc3)c3ccccc3[C@@]23C[C@@H](C(=O)OC)N(S(=O)(=O)c2ccccc2C)C3=N1 (some centres not stated)
1.9,Nc1ccn([C@@H]2O[C@H](C(=O)N[C@H](Cc3ccccc3)C(=O)N3CCN(CC(=O)N4CCCC4)CC3)[C@@H](O)[C@H]2O)c(=O)n1
-1.1,CC(C)N(C(=O)Cn1c(SCC(=O)N2CCN(c3ccccc3)CC2)nc2ccccc21)C(C)C
0.1,O=C(CSC1CCc2ccccc21)NNC(=O)Nc1ccc(Cl)cc1 (configuration not stated)

Gathered by group: the compounds so far with a tert-butyl group.
MsrA inh,smiles
1.3,CC(C)(C)S(=O)(=O)N1C[C@H]2CC(=O)C=C2[C@@H]1CCO
-0.4,CC(=O)Nc1ccc(NC(=O)Cn2cnc3c(cnn3C(C)(C)C)c2=O)cc1

Following part
MsrA inh,smiles
0.2,Cc1ccc(-c2csc(NC(=O)COC(=O)c3cccc(S(=O)(=O)N4CCOCC4)c3)n2)cc1
1.5,O=S(=O)(c1ccccc1)N1CCCc2nc(-c3ccc(Br)cc3)ccc21
0.5,COC(=O)C1=C(C)N(Cc2ccccc2C(F)(F)F)C(=NCc2ccccc2)NC1c1ccc(F)cc1 (configuration not stated)
0.5,Clc1ccc(Cn2ncc3c(NCc4ccco4)ncnc32)c(Cl)c1
0.1,COC(=O)c1cc2c(c3c4cc(F)ccc4n(C(=O)c4ccccc4)c13)C(=O)N(Cc1ccco1)C2
-0.9,CC(C)C[C@H](NC(=O)C1CC1)C(=O)N1CCC[C@H]1C(=O)NCc1ccccc1
0.9,COC(=O)C1=C(C)NC(=S)NC1c1ccc(OC)cc1 (configuration not stated)
-0.2,CC(=O)C1=C(C)N(Cc2ccc(F)cc2)C(=S)NC1c1cccc(F)c1 (configuration not stated)
-0.9,COc1cc2c(cc1OC)[N+]([O-])=C(c1ccccc1)C2=O
-0.9,CN(NC(=O)C(=O)NCc1ccco1)C(=O)NC1CCCCC1
-0.1,COC(=O)c1[nH]c2ccc(Cl)cc2c1NC(=O)CN1CCC(C(N)=O)CC1
-1.5,COC(=O)C1=C(C)N(Cc2ccc(C(F)(F)F)cc2)C(=NCc2ccccc2)NC1c1cccc(C(F)(F)F)c1 (configuration not stated)
0.1,CCCCc1nnn2c1C1c3cc(-c4cccnc4)ccc3CCN1C(=O)C2 (configuration not stated)
1.0,OC(c1ccccc1)(c1ccccc1)C1CCN(CCCOc2ccc(-c3ccncc3)cc2)CC1
-1.2,COCc1cc(N2CCN(C(=O)OC(C)(C)C)C[C@@H]2C)ccc1Br
-0.2,O=C(Nc1nc2ccc(F)cc2s1)c1ccccn1
1.0,O=S(=O)(CS(=O)(=O)c1ccccc1Br)c1ccccc1Br
1.6,C=CCN1C[C@H](COC(=O)c2cccc(OC)c2)Oc2cccc(F)c2S1(=O)=O
0.2,Cc1[nH]c(=O)[nH]c(=O)c1CCSSCCc1c(C)[nH]c(=O)[nH]c1=O
-0.4,Cc1[nH]nc2c1C(c1ccc(Br)cc1)N(Cc1ccccc1)C2=O (configuration not stated)
2.8,CC(C)Cn1c(-c2ccco2)nc2c(c(=O)c3ccccc3n2C)c1=O
0.1,S=C1NC2(CCCCCC2)NN1c1ccccc1
-1.3,Cc1ccc(-c2nnc(SCC(=O)NNC(=O)COc3cccc4ccccc34)n2C)cc1
0.6,COC(=O)c1cc2c(c3c4ccccc4n(S(=O)(=O)c4cccc(C)c4)c13)C(=O)N(Cc1ccc(N(C)C)cc1)C2
1.6,Oc1cccc(N2CCN(c3cccc(O)c3)CC2)c1

Some values from above:
MsrA inh result of CCCCc1nnn2c1C1c3cc(-c4cccnc4)ccc3CCN1C(=O)C2 (configuration not stated) reads 0.1
MsrA inh result of O=S(=O)(c1ccccc1)N1CCCc2nc(-c3ccc(Br)cc3)ccc21 reads 1.5

Continuation:
MsrA inh,smiles
0.1,C#CCN(Cc1ccco1)C(=O)c1nnc2c3ccccc3n(S(=O)(=O)c3ccccc3)c2n1
-1.3,Oc1ccc(CN2CCC(Cc3ccccc3)CC2)c2cccnc12
-0.9,CC(C)C[C@@H]1COc2cc(NCCO)ccc2S(=O)(=O)N1
2.1,Cc1nn(-c2ccccc2)nc1C(=O)Nc1ccccc1C(=O)NCC1CC1
1.2,C[C@H]1CN(S(=O)(=O)C(C)(C)C)[C@H](CCO)/C1=C\CCO
-1.3,CCOc1ccc(C(=O)N(CN2CCCC2=O)c2ccc(C)cc2)cc1
-0.1,CCc1ccc(NC(=O)c2cc(Br)ccc2Br)cc1
0.2,CCCCCCCCN1C(=O)[C@@H](CC(=O)N2CCCC2)C[C@@]2(C(=O)OC)C1=C[C@H](C(C)(C)C)O[C@@H]2C
-0.2,O=C(Cc1c[nH]c2ccccc12)Nc1ccc(Nc2cccnc2)c(Br)c1
-0.4,CC(C)(C)C(c1nc2ccccc2[nH]1)n1c(Cc2csc3ccccc23)nc2ccccc21 (configuration not stated)
0.2,CC(C)CNc1ccc2c(c1)OC[C@H](CC(C)C)NS2(=O)=O
3.1,O=C(CSc1nc2scc(-c3ccccc3)c2c(=O)[nH]1)NC1CCCCC1
2.7,O=C(N[C@@H](Cc1cccnc1)C(=O)N1CCC[C@H]1C(=O)NCCc1ccccc1Cl)C1CC1
-1.1,OC(c1ccccc1)(c1ccccc1)C1CCN(CCCOc2cccc(C(F)(F)F)c2)CC1
-1.0,O=C(CCc1c[nH]c2ccccc12)Nc1ccc(Nc2cccnc2)cc1
0.6,COc1ccc(CN2c3ccccc3C(=O)CS2(=O)=O)cc1OC
-0.3,CCCC(=O)OC[C@H]1CN(C2CCCC2)S(=O)(=O)c2c(Oc3ccc(C(C)(C)C)cc3)cccc2O1
0.4,Cc1cc2c(nc1C)CCCN2Cc1ccccc1C(F)(F)F
0.9,COC(=O)C1=C(C)N(C)C(=NCc2cc(OC)c(OC)c(OC)c2)NC1c1ccc(Cl)cc1 (configuration not stated)
4.8*,O=[N+]([O-])c1ccc(Sc2nnnn2-c2ccccc2)nc1
-1.3,COc1ccc(S(=O)(=O)NC2CC(C)(C)NC(C)(C)C2)c(C)c1C
1.1,COc1cc(CN2CCN(c3ncc(Cc4ccccc4)cn3)CC2)cc(OC)c1
1.4,CCNC(=O)N1CCN(c2ccc(N3CCN(C(=O)NCC)[C@H](C)C3)c(C)c2)[C@H](C)C1
0.2,Nc1[nH]c(C(=O)c2ccc(Br)cc2)c(-c2ccccc2)c1C(=O)NCCc1c[nH]c2ccccc12
2.3,Fc1cccc(Cl)c1CN1CCN(c2ncc(Cc3ccccc3)cn2)CC1

Looked up by compound from the entries so far (five):
MsrA inh,smiles
0.6,COc1ccc(CN2c3ccccc3C(=O)CS2(=O)=O)cc1OC
0.1,C#CCN(Cc1ccco1)C(=O)c1nnc2c3ccccc3n(S(=O)(=O)c3ccccc3)c2n1
0.2,CCCCCCCCN1C(=O)[C@@H](CC(=O)N2CCCC2)C[C@@]2(C(=O)OC)C1=C[C@H](C(C)(C)C)O[C@@H]2C
-0.1,CCc1ccc(NC(=O)c2cc(Br)ccc2Br)cc1
-0.9,CC(C)C[C@@H]1COc2cc(NCCO)ccc2S(=O)(=O)N1

(further entries)
MsrA inh,smiles
0.2,COCCN(CCOC)C(=O)[C@@H](Cc1ccccc1)NC(=O)[C@H]1O[C@@H](n2ccc(N)nc2=O)[C@H](O)[C@@H]1O
0.8,COc1ccc(C2C=C(c3ccccc3)Nc3nc(CCCO)nn32)cc1 (configuration not stated)
1.1,CCn1ccc(C(=O)Nc2ccc(S(=O)(=O)Nc3ccccc3OC)cc2)n1
-0.5,COC(=O)[C@]12C[C@H](CC(=O)NCCC(C)C)C(=O)N(CCc3ccc(OC)c(OC)c3)C1=C[C@H](C(C)(C)C)O[C@@H]2C
-0.4,COCCCNC(=O)C[C@H]1C[C@@]2(C(=O)OC)C(=C[C@H](C(C)(C)C)O[C@@H]2C)N(CCC2=CCCCC2)C1=O
0.7,C=CCOc1ccccc1/C=c1\sc2nc(-c3oc4ccccc4c3C)nn2c1=O
0.6,COC(=O)C1=C(C)N(Cc2ccc(F)cc2)C(=S)NC1c1ccccc1 (configuration not stated)
-0.6,CC(C)C[C@H](NC(=O)c1ccccn1)C(=O)N1CCC[C@H]1C(=O)NCc1ccccc1
-1.1,CN(CCc1ccccn1)C(=O)[C@@H](Cc1ccccc1)NC(=O)[C@H]1O[C@@H](n2ccc(=O)[nH]c2=O)[C@H](O)[C@@H]1O
2.6,NC(=O)CC[C@@H]1NC(=O)[C@@H]2CCCN2C(=O)c2cc([N+](=O)[O-])cc(I)c2NCCC[C@@H](C(N)=O)NC1=O
-0.2,COCCCNC(=O)C[C@H]1C[C@@]2(C(=O)OC)C(=C[C@H](C(C)C)O[C@@H]2C2CC2)N(Cc2ccccc2)C1=O

Screening results: PubChem BioAssay, The Scripps Research Institute Molecular Screening Center

This is a subset. The share of hits here may be higher or lower than overall.
